OX1R antag-1 – antagonists of human orexin 1 receptor (OX1R) | AID 485270, 2010 | actives 1.8% (n = 330,000) | inhibition, % at 6.6 µM | OX1R-expressing cells, FRET antagonist read-out; in the data active = inhibition mostly above about 38%, no sharp cut-off; inactive = mostly below about 40%;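 also: 0% = agonist challenge alone and 100% = reference antagonist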
Target sequence (O43613 whole entry, looked up): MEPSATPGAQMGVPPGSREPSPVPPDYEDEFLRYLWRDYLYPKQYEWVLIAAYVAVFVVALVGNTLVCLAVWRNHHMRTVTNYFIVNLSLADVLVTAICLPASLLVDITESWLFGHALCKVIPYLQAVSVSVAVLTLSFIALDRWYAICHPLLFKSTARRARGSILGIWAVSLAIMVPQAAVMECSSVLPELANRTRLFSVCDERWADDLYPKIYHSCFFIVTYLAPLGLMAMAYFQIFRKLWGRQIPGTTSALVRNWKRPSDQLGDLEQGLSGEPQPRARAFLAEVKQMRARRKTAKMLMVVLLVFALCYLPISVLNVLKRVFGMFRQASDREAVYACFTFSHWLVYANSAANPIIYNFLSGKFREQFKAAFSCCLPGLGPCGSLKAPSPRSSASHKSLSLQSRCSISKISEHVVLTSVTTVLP
OX1R antag-2 – OX1R (HCRTR1) antagonists, primary screen, fluorescence, CHO/OX1R cells, Fluo-8 calcium, orexin A. Fluo-8 calcium fluorescence. Orexin/Hypocretin receptor type 1 (Homo sapiens), O43613. actives 0.43% (n = 330,000). AID 434989, 2010. inhibition, % at 5 µM;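 active = inhibition above its plate's threshold, mean inhibition of all tested compounds on the plate plus 3 SD, cut at about 37% in these data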;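 also: 0% = orexin A challenge wells and 100% = SB-334867-A antagonist wells; not every result past the cut was called active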
STK33 kinase inh – inhibitors of purified STK33 kinase, primary screen, biochemical, ADP-Glo luminescence, homogeneous, cell-free; actives 0.073% (n = 320,000); Serine/threonine-protein kinase 33 (Homo sapiens), Q9BYT3; AID 2661, 2010; inhibition, % at 10 µM; MBP phosphorylation;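 active = inhibition at or above 25%, using the most active replicate where run in duplicate; inactive = inhibition below 25%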
Target sequence (Q9BYT3 whole entry, looked up): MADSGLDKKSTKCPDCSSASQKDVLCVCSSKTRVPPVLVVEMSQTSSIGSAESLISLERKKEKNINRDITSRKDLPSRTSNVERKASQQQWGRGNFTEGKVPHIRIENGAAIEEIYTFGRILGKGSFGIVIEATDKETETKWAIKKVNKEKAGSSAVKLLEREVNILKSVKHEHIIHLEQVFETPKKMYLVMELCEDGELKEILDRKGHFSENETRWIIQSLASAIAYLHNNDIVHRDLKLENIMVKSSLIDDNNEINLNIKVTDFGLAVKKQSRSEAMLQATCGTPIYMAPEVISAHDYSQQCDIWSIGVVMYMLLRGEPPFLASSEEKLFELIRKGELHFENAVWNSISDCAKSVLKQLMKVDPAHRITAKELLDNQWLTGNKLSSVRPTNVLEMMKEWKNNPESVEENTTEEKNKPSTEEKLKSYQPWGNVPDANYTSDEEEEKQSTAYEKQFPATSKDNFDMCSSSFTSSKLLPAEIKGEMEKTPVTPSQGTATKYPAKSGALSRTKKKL
Numbers without * were called inactive; . = no result given.

OX1R antag-1 | STK33 kinase inh | OX1R antag-2 | SMILES
4 | 0.3 | -10 | Cc1ccc(S(=O)(=O)NCC(=O)N(CC2CCCO2)C(C(=O)NCC2CCCO2)C(C)C)cc1 (configuration not stated)
-2 | 2.1 | -1 | Cc1ccc(OCC(=O)Nc2ccc(Cl)cc2)c(-n2nc3ccccc3n2)c1
19 | -0.1 | 2 | CC(=O)C(=[N+]=[N-])C(=O)NCc1ccccc1
13 | 5.9 | -8 | O=C(N/N=C/c1c[nH]c2ccccc12)c1cccs1
5 | -1.8 | 0 | COc1cc([N+](=O)[O-])ccc1NC(=O)Nc1nc2c(s1)CCCC2
13 | -2.2 | -6 | O=S(=O)(O)c1cnccc1Nc1cccc(C(F)(F)F)c1
9 | 0.5 | -15 | CCN1CCN(c2nc(-c3cccnc3)nc3ccccc23)CC1
10 | -1.3 | -1 | O=C(c1cc(C2CC2)nn1-c1ccccc1)N1CCN(S(=O)(=O)c2cccc(F)c2)CC1
1 | 0.4 | -30 | CCC(=O)N1CCCc2cc(S(=O)(=O)N3CCC(N4CCCCC4)CC3)ccc21
10 | -2.1 | -6 | Brc1ccc(OCCCN2CCOCC2)cc1
15 | -1.2 | -14 | O=C(NCc1ccccc1OC(F)(F)F)C1CCC(=O)N(CCc2ccccn2)C1 (configuration not stated)
19 | -0.8 | -16 | CC(=O)n1c2c(c3ccccc31)OC(N)=C(C#N)C2c1cccc(Cl)c1Cl (configuration not stated)
7 | -1.3 | 11 | CN(C)c1ccc(/C=N/NC(=O)CSc2ccccn2)cc1
10 | -3.3 | -11 | CC(=O)C1=C(O)C(=O)N(Cc2cccnc2)C1c1ccc(C(C)C)cc1 (configuration not stated)
31 | 0.2 | -11 | Cc1cc(C)nc(SCc2nnc(SCC(=O)N3CCCc4ccccc43)o2)n1
31 | -0.5 | -5 | CCOc1ccc(CCNS(=O)(=O)c2ccc(-c3ccc(=O)[nH]n3)o2)cc1OCC
-8 | -2.8 | -12 | COc1ccc(C(=O)NCCN2CCCC2)cc1
30 | -0.3 | 10 | COc1ccccc1-c1cn[nH]c1-c1ccc(OCc2ccc([N+](=O)[O-])cc2)cc1O
11 | 0.2 | -20 | Cn1c(=O)oc2cc(S(=O)(=O)NC3CCCc4ccccc43)ccc21 (configuration not stated)
9 | -0.5 | -7 | COc1ccc(S(=O)(=O)N2CCOC2CNC(=O)C(=O)NCc2ccco2)cc1 (configuration not stated)
14 | -1.9 | -46 | CCOc1ccc(CCNC(=O)C2CCCN(c3nnc(-n4cccc4)s3)C2)cc1OCC (configuration not stated)
7 | -0.8 | -31 | CCOC(=O)/C(C#N)=C/Nc1cc(OC)ccc1OC
8 | . | -29 | O=C(CN(C(=O)Cn1nnc(-c2ccc(F)cc2)n1)c1ccc(F)c(Cl)c1)NCC1CCCO1 (configuration not stated)
8 | -0.5 | -16 | Cc1ccccc1-c1nc(CN2CCC(C(=O)NCC3CCCO3)CC2)c(C)o1 (configuration not stated)
6 | 0.0 | -28 | Fc1ccc2[nH]c3c(N4CCN(C5CCCCC5)CC4)ncnc3c2c1
13 | 1.6 | -10 | COc1ccc(-c2nnc(-c3cccnc3)o2)cc1OC
9 | -0.4 | -1 | CN(Cc1ccccc1)c1nnc(N)s1
13 | -1.3 | -13 | O=C(NCc1ccco1)c1ccc(CS(=O)Cc2ccc(Cl)cc2)o1 (configuration not stated)
15 | -1.7 | 4 | Cc1csc(NC(=O)CCN2C(=O)c3ccccc3S2(=O)=O)n1
6 | 1.6 | -31 | O=C(CSc1ccc(Br)cc1)Nc1ccccc1N1CCOCC1
16 | -1.6 | -13 | O=C(/C=C/c1ccc(Cl)cc1)NCc1cccs1
15 | -1.6 | -19 | CC(=O)Nc1sc(C)c(C)c1CN1CCN(S(=O)(=O)c2ccccc2)CC1
18 | -0.8 | -1 | COc1ccccc1NC(=O)c1ccc(NC(=O)c2cc3c(s2)CCC3)cc1
14 | -1.4 | -21 | COC(=O)c1oc2ccc(Br)cc2c1NC(=O)CCN1CCOCC1
6 | 2.2 | -9 | Cc1cccc(-n2c(C)cc(C)c(C#N)c2=O)c1
12 | -0.9 | -21 | CSc1ncc2c(=O)[nH]c(-c3ccccc3)nc2n1
1 | -1.2 | -2 | CCC(=O)c1ccc(N2CCN(C(=O)c3ccc(F)cc3)CC2)c(F)c1
22 | 2.3 | -18 | Cc1ccc(NC(=O)c2cc3ccccc3o2)nc1
0 | -1.4 | -10 | CCOc1ccc(C2NC(=O)NC(C)=C2C(=O)OC)cc1C (configuration not stated)
2 | -3.1 | 0 | O=C(NCN1CCc2ccccc2C1)c1cnccn1
13 | -0.1 | -19 | O=C(c1cc(-c2ccc(O)cc2)on1)N1CCCc2ccccc21
23 | -0.3 | -46 | COC(=O)c1cc(OC)c(OC)cc1NC(=S)N1CCN(C/C=C/c2ccccc2)CC1
21 | -4.4 | -3 | COC(=O)Cc1ccc(OC(=O)CCS(=O)(=O)c2ccc(Cl)cc2)cc1
9 | 0.2 | 7 | Cc1[nH]n(-c2ccccc2)c(=O)c1N=Nc1ccc2c(c1)OCCO2
7 | -0.6 | 1 | CC1(C)CC(=O)C2=C(C1)N=C1SCCC(=O)N1C2c1ccc(C(F)(F)F)cc1 (configuration not stated)
13 | -2.4 | -8 | CCn1cc(/C=N/NS(=O)(=O)c2ccc(C)cc2)c(C)n1
3 | 0.0 | -8 | Cc1cnc(C(=O)OCc2ccc(COC(=O)c3cnc(C)cn3)cc2)cn1
16 | -0.2 | -22 | Cc1ccccc1C(=O)Nc1ccc(C(=O)N/N=C/c2ccncc2)cc1
13 | 1.0 | -7 | CSCCC(NS(=O)(=O)c1ccc(C)cc1)C(=O)N1CCCCCCC1 (configuration not stated)
45 | 0.1 | -4 | CC(C)(C)c1cc(C(=O)N/N=C/c2cc3c(cc2Br)OCO3)n[nH]1

Next section:
OX1R antag-1 | STK33 kinase inh | OX1R antag-2 | SMILES
16 | -0.8 | -20 | COC(=O)[C@H](Cc1c[nH]c2ccccc12)NC(=O)NCc1ccc(OC)c(OC)c1
17 | 0.2 | -6 | COC(=O)c1sc(NC(=O)CSc2n[nH]c(N)n2)c(C(=O)OC)c1C
39 | 3.1 | -2 | O=C(c1coc2ccc(O)cc12)C1CC1
8 | -4.4 | 15 | Cc1ccc(-c2noc(=O)n2CC(=O)Nc2ccc(S(=O)(=O)NC3CC3)cc2)cc1
3 | -1.2 | -20 | Cc1ccc(NC(=O)c2c(C(F)(F)F)nn(C)c2Cl)cc1C
3 | 0.3 | -6 | Cc1ccccc1-c1nnc(Cc2ccccc2)o1
10 | 0.0 | -20 | COc1ccc(CN2C(=O)c3cccnc3C2=O)cc1S(=O)(=O)NC1CCCCC1
7 | -1.4 | -13 | CCOC(=O)C1=C(CS(=O)(=O)c2ccccc2)NC(=O)NC1c1ccc(OC)c(OC)c1 (configuration not stated)
17 | -0.2 | -20 | COc1ccc(CCNC(=O)CCC2COc3ccccc3O2)cc1OC (configuration not stated)
21 | -0.8 | -24 | CCCCNC(=O)CCCCCn1c(=O)[nH]c2cc(C(=O)OC)ccc2c1=O
14 | -2.1 | -8 | Cc1cccc2c1OCC/C2=N\NC(=O)COc1ccccc1Cl
23 | -0.4 | -9 | COCCNc1nc(SCc2ccccc2)nc2sc3c(c12)CCC3
12 | 0.0 | -1 | Cc1c(C(=O)Nc2ccc(Br)cc2)cnn1C
10 | -1.6 | 1 | COc1ccccc1OC(=O)CN1C(=O)c2ccccc2C1=O
14 | 0.4 | -22 | CC(C)(C)C(=O)CSc1nnc(-c2cccs2)n1CC1CCCO1 (configuration not stated)
37 | -0.4 | -22 | CN(C(=O)CC(NC(=O)c1ccccc1Cl)c1ccccc1)c1ccccc1 (configuration not stated)
8 | -4.9 | -19 | CNC(=S)N1CCN(CCNC2=CC(=O)CC(C)(C)C2)CC1
34* | -1.2 | -6 | O=C(c1ccc([N+](=O)[O-])cc1[N+](=O)[O-])N1CCN(C(=O)C2CCCO2)CC1 (configuration not stated)
28 | -0.7 | -24 | CC1(C)c2[nH]c3ccccc3c2C[C@@H]2C(=O)N(Cc3ccco3)C(=O)N21
11 | -0.3 | -33 | CCCc1nc(-c2cc3ccc(C)cc3[nH]c2=O)no1
-1 | -1.1 | -3 | C/C(=N\O)C1CCCCC1
38 | -1.0 | 21 | Cc1cccc(N2C(=O)CC(Sc3nc(C)c4c(n3)CCCC4)C2=O)c1 (configuration not stated)
26 | 1.4 | -15 | NNC(=O)c1ccc2[nH]c3c(c2c1)CCCC3
-2 | 3.0 | -11 | CNc1nc2c(N)ncnc2n1[C@H]1O[C@@H](CO)[C@H](O)[C@@H]1O
-3 | 0.6 | 14 | Cc1ccc(/C=N/n2c(C3CCCCC3)n[nH]c2=S)cc1
11 | 0.5 | -3 | CC1=C(C#N)C(Nc2ccc(Cl)cn2)(C(F)(F)F)C(=O)N1 (configuration not stated)
26 | 0.6 | -14 | Cc1ccc(S(=O)(=O)N(C)CC(=O)OCC(=O)N2CC(=O)Nc3ccccc32)cc1
12 | -0.6 | -25 | CC(NC1c2ccccc2-c2ccccc21)c1ccccc1 (configuration not stated)
-1 | -1.6 | -19 | CCN1C(=O)NC(c2ccc(Cl)cc2)C2=C1CCCC2=O (configuration not stated)
11 | -0.3 | -4 | CN(/N=C\c1ccc(O)c(O)c1)c1nc(-c2ccccc2)cc(-c2ccccc2)n1
2 | -1.9 | -5 | CC1CC(=O)N(CC(=O)NCc2ccccc2)c2ccccc2S1(=O)=O (configuration not stated)
18 | 2.3 | -26 | CC(=O)OCCCN1C(=O)c2cccc3cc(Br)cc(c23)C1=O
8 | -0.9 | -8 | COc1ccc(CNC(=O)COC(=O)c2c(NC(C)=O)sc(C)c2C)cc1
16 | -0.6 | -15 | CC(=O)Nc1ccc(S(=O)(=O)NC(CC(=O)NCCC2=CCCCC2)C(C)C)cc1 (configuration not stated)
9 | -0.2 | 2 | Nc1cc(-c2ccco2)no1
21 | -1.5 | -30 | CCOC(=O)c1ccccc1NC(=O)COC(=O)CCC(=O)c1ccccc1
50 | -3.2 | -6 | O=C(CNc1cccc2ccccc12)c1ccc([N+](=O)[O-])cc1
10 | -0.7 | -5 | O=C1NC2(CCCCCC2)C(=O)N1CCS(=O)(=O)Oc1ccccc1
0 | -0.8 | -23 | COc1ccc(CCNC(C)C(=O)Nc2ccc(S(N)(=O)=O)cc2)cc1 (configuration not stated)
15 | -2.1 | -11 | COC(=O)c1ccc(C(=O)OC)c(NC(=S)N2CCN(C(=O)C3CCCO3)CC2)c1 (configuration not stated)

In a second layout: 2 of the compounds above.
canonical_smiles	OX1R antag-1	STK33 kinase inh	OX1R antag-2
CCOC(=O)c1ccccc1NC(=O)COC(=O)CCC(=O)c1ccccc1	21	-1.5	-30
COc1ccc(CNC(=O)COC(=O)c2c(NC(C)=O)sc(C)c2C)cc1	8	-0.9	-8

The list goes on:
OX1R antag-1 | STK33 kinase inh | OX1R antag-2 | SMILES
9 | -1.1 | -19 | Cc1cc(Br)cc(C)c1OCCCCN(C)C
2 | -0.8 | -23 | COC(=O)c1c(C)nn(-c2ccc(F)c(Cl)c2)c1-c1cc(C)on1
23 | -0.7 | -7 | COc1ccc(CCNS(=O)(=O)c2ccc(N3CCCC3=O)cc2)cc1
15 | -0.4 | -14 | COc1ccc(-c2nc3n(n2)C(c2cccnc2)C(C(N)=O)=C(C)N3)cc1 (configuration not stated)
17 | 0.5 | -26 | C[C@H](NC(=O)NCCc1ccccc1)C(=O)O
10 | 0.8 | -8 | Cc1cc(C)n(-c2ccc(C(=O)Nc3cc(S(=O)(=O)N(C)C)ccc3Cl)cc2)n1
18 | -0.2 | -23 | O=C(N/N=C/c1ccccc1Br)c1ccc(CSc2cccc3cccnc23)cc1
67* | -0.6 | 68* | O=C(OCC#CCSc1nnc(-c2cccc3ccccc23)o1)c1cccc2[nH]ccc12
-1 | -2.1 | -4 | Cc1cccc(NC(=O)CNC(=O)CN2CCN(C)CC2)c1C
-2 | 0.1 | -10 | Cc1ccc(C)c(N2CCN(S(=O)(=O)c3ccc4c(c3)NC(=O)CC(=O)N4)CC2)c1
9 | 0.0 | -9 | CSc1ccc(C#N)cc1NC(=O)c1ccccc1
11 | 0.2 | -35 | CCCCc1cc(=O)oc2cc(C)cc(OC(C)C(=O)NCc3ccccn3)c12 (configuration not stated)
25 | -0.8 | -24 | O=C1NC(=NCc2ccccc2)S/C1=C\c1ccccc1
35 | 1.7 | -7 | Cc1c(-c2cc[n+]([O-])cc2)oc2ccc(Br)cc2c1=O
34 | -0.2 | 1 | Cn1c(N)c(Sc2ccc([N+](=O)[O-])cc2)c(=O)n(C)c1=O
38 | -0.7 | -15 | O=C(NCc1ccccc1)c1ccc(N2CCC3(CC2)CC(c2ccccc2)=NO3)c([N+](=O)[O-])c1
3 | -1.2 | -15 | Cn1c(=O)c2c(nc(CN3CCC(C(N)=O)CC3)n2Cc2c(F)cccc2Cl)n(C)c1=O
5 | -0.2 | 53* | CC1=NNC(=O)/C1=C\c1cn(-c2ccccc2)nc1-c1ccc(Cl)cc1
17 | -0.5 | -18 | CCOC(=O)c1ccc(NC(=O)C2CCCO2)cc1 (configuration not stated)

Whole records as entered above.
Cc1c(-c2cc[n+]([O-])cc2)oc2ccc(Br)cc2c1=O is entered as OX1R antag-1: 35; STK33 kinase inh: 1.7; OX1R antag-2: -7
CCCCc1cc(=O)oc2cc(C)cc(OC(C)C(=O)NCc3ccccn3)c12 (configuration not stated) is entered as OX1R antag-1: 11; STK33 kinase inh: 0.2; OX1R antag-2: -35
Cn1c(=O)c2c(nc(CN3CCC(C(N)=O)CC3)n2Cc2c(F)cccc2Cl)n(C)c1=O is entered as OX1R antag-1: 3; STK33 kinase inh: -1.2; OX1R antag-2: -15

Screening data: PubChem BioAssay, several laboratories
